SR-BI HDL uptake: mouse SR-BI HDL lipid transfer inhibition; Q61009; ldlA[mSR-BI] CHO cells, DiI-HDL uptake fluorescence, 3 h; inhibition, % at 12.5 µM; 320,000 compounds, 0.96% hits;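 active = mean replicate inhibition of at least 70% and a set share of replicates each scoring 70 or more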;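 also: 0% = median of neutral control wells and 100% = median of positive control wells; values of inactives mirror those of a sister screen read the other way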
CDK5 inh: blocks human CDK5/p35 kinase activity; Q00535+Q15078; Recombinant CDK5/p35, ADP-Glo luminescence, 60 min; inhibition, % at 10 µM; 330,000 compounds, 0.01% hits; AID 488839;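 active = highest replicate inhibition of at least 50% and at least 75% of replicates reaching 50%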;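 also: plate controls were DMSO neutral control for no effect and GW8510 at 10 µM for full effect; many of its hits are not listed in these tables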
Target sequence (Q00535 whole entry, looked up): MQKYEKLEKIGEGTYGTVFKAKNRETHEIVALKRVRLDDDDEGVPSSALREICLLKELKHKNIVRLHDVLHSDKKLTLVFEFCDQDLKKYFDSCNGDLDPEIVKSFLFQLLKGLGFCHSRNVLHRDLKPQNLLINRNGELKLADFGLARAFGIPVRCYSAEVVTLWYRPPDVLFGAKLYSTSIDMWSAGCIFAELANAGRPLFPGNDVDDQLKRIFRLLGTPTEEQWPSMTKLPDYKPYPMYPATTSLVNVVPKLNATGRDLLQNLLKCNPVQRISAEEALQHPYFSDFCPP
Target sequence (Q15078 whole entry, looked up): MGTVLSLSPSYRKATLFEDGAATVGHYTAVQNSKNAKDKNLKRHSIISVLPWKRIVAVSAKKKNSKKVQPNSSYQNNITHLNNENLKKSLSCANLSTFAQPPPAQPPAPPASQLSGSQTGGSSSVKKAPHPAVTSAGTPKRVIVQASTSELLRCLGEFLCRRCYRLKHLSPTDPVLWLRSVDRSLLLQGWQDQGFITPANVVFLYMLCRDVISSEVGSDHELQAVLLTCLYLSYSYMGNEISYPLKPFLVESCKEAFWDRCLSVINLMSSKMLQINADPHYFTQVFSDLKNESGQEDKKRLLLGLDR
NSD2 HMT inh: blocks human histone methyltransferase NSD2; O96028; NSD2 peptide methylation, AlphaScreen, 120 min; inhibition, % at 12.5 µM; 310,000 compounds, 0.54% hits; AID 743445; in the data active = inhibition above about 50%
PKA-R2B activ: PKA-R2B complex activation; P22694+P31323; PKA-R2B holoenzyme dissociation, Cy5-IP20 fluorescence polarization; R2B truncated from residue 108, S112A mutant; 0% DMSO only, 100% 113 µM cGMP; activation, % at 11.4 µM; 340,000 compounds, 0.079% hits;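 active = activation above a cutoff set at the mean over all compounds plus 3 SD, cut at about 18% in these data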;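 also: higher means more holoenzyme dissociation and a rise in polarization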
Pemphigus Ab inh: blocks pemphigus antibody binding to human desmoglein-3; DSG3-coupled beads, scFv-anti-DSG3-GFP binding, flow cytometry; stronger effect = lower value; binding (percent of control), % at 10 µM; P32926; 310,000 compounds, 0.48% hits;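 active = binding more than 3 SD below its plate's average and above zero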; also: some compounds called inactive have numbers as strong as hits
PKA-R1A activ: PKA-R1A complex activation; P00514+P68181; PKA-R1A dissociation, Cy5-IP20 fluorescence polarization; scaled: DMSO 0%, 113 µM cGMP 100%; activation, % at 11.4 µM; 340,000 compounds, 0.083% hits;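 active = percent activation above the mean of all tested compounds plus 3 SD, cut at about 19% in these data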;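 also: higher means more PKAc released from R1A so a rise in polarization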
SUMO Mot1 rescue: SUMOylation pathway inhibition by Mot1-301 growth rescue; S. cerevisiae Mot1-301 growth rescue, ATP luminescence, 38.5C; percent above DMSO median, 100 means doubled; growth rescue, % at 18.8 µM; 320,000 compounds, 1% hits; AID 2716;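 active = every valid replicate shows activation above 250% relative to neutral control wells; inactive = the rest, any valid replicate at or below 250%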;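 also: OY570 slx delta 5 strain wells were the positive control but not used for scaling; some compounds called inactive have numbers as strong as hits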
dFosB act: enhances mouse delta FosB homodimer DNA binding. activation, % at 25 µM. purified delta FosB, TAMRA-CDK5 oligo fluorescence polarization; percent of positive-control signal above neutral wells. 340,000 compounds, 0.99% hits;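 active = mean activation above about 17%, with every replicate also reaching it, limit read from the data, passing the limit was not always enough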;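 also: fluorescence polarization rise as delta FosB binds a TAMRA Cdk5 AP-1 oligo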
Target sequence (P13346 whole entry, looked up): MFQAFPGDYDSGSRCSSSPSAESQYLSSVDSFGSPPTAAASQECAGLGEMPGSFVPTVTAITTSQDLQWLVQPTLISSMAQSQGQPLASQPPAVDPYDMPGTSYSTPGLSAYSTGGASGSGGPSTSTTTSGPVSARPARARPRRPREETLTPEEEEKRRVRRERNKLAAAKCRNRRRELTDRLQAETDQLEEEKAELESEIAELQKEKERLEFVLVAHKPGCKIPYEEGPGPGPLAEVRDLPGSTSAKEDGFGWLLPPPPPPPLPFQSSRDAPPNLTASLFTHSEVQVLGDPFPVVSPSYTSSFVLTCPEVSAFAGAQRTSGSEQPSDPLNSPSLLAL
SR-BI uptake up: enhances SR-BI lipid uptake from DiI-HDL; CHO ldlA[mSR-BI] cells, DiI-HDL uptake fluorescence, 3 h; 100 = double the neutral-control signal; activation, % at 12.5 µM; 320,000 compounds, 0.096% hits; AID 504775;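 active = mean replicate activation of at least 60% and every replicate at or above 60%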;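 also: 0% = median plate neutral-control signal and 100% = twice that signal; values of inactives mirror those of a sister screen read the other way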
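Material: SR-BI-overexpressing, LDLR-lacking CHO cells; schedule: compound exposure 3 h, 37 °C; reagent: DiI-labelled HDL at 10 µg/mL final; technique: bottom-read fluorescence, 550/595 nm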
MITF TRPM1 HTS: MITF TRPM1 promoter activation in melanoma cells. SK-MEL-5 TRPM1-promoter luciferase, 24 h; % of positive control, neutral wells = 0. activation, % at 12.5 µM. 300,000 compounds, 0.75% hits. AID 588334;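 active = mean activation of at least 80% with every replicate also reaching 80%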;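 also: 0% = neutral control wells and 100% = parthenolide positive control wells; values of inactives mirror those of a sister screen read the other way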
Arr AP2 block: human beta-arrestin and AP2 interaction inhibition; FITC-arrestin peptide / GST-AP2 beads, flow cytometry; AP2 beta2 appendage carries R879A mutation; inhibition, % at 10 µM; 340,000 compounds, 0.31% hits; AID 504490;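 active = inhibition above a set limit, near 3 SD of compounds lacking own fluorescence, cut at about 54% in these data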;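 also: plate controls were DMSO wells for no effect and 5 µM unlabelled arrestin peptide for full effect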
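System: GST-AP2 R879A glutathione beads | Also added: FITC-arrestin peptide, 50 nM | Times: 12 min plus 1 h, RT | Signal: Bead flow cytometry, FITC channel | Buffer or medium: PBS with 0.05% Tween 20 and 0.1% BSA | Read-out basis: Percent drop in bead-associated FITC signal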
* marks the source's active call; other numbers are inactive results; x = not tested or not shown.

SMILES	SR-BI HDL uptake	CDK5 inh	NSD2 HMT inh	PKA-R2B activ	Pemphigus Ab inh	PKA-R1A activ	SUMO Mot1 rescue	dFosB act	SR-BI uptake up	MITF TRPM1 HTS	Arr AP2 block
OCC1(CC2CCCCO2)CCN(C/C=C/c2ccccc2)CC1 (configuration not stated)	-19	1.6	-2	15	111	11	21	-2	19	-8	10
O=C(NC1CCN(CC(=O)N(c2ccccc2)c2ccccc2)CC1)c1ccc([N+](=O)[O-])cc1	19	1.7	1	-13	99	-12	12	2	-19	1	16
O=C(O)c1ccc(-n2c(-c3cc(-c4ccco4)[nH]n3)n[nH]c2=S)cc1	-18	0.7	2	3	100	-10	x	-1	18	0	5
CC(C)C(=O)Nc1nc(-c2ccc([N+](=O)[O-])cc2)cs1	15	-0.5	0	1	106	-2	114	4	-15	21	13
COc1ccc(S(=O)(=O)N2CCCCCC2)cc1C(=O)N1CCN(c2ccccc2O)CC1	1	0.2	10	-2	101	4	-40	-13	-1	-3	7
CC(C)c1ccccc1NC(=S)NN(Cc1ccccc1)c1ccccc1	9	1.0	1	-6	105	9	41	-3	-9	x	-7
CC1CC(C)CN(CCCNC(=O)c2ccc3nc(N4CCCCC4)sc3c2)C1 (configuration not stated)	23	-2.2	x	3	106	2	-17	-5	-23	x	-4
COc1ccc(Br)c(C(=O)N(C)CC(=O)Nc2ccc(N3CCOCC3)cc2)c1	-5	-0.7	-2	17	103	-5	12	-1	5	-2	-6
Cn1c(N)c(C(=O)CSc2nn(-c3ccccc3)c(=S)s2)c(=O)n(C)c1=O	15	0.1	2	-1	99	-14	x	-16	-15	-5	-5
COc1ccccc1-n1c(C)nc(=O)c(-c2ccccc2)c1C	-15	-0.1	1	4	x	7	-6	0	15	-8	16
O=C(CN1CCCN(Cc2ccc(F)cc2)S1(=O)=O)NC1CCCC1	-9	1.0	-7	-6	105	-4	-32	-6	9	-4	15
Cc1cccc(N2CN(Cc3cccnc3)CNC2=S)c1C	-26	-0.6	-1	-6	126	-5	-16	4	26	0	14
c1ccc(-n2ncc3c(NCc4ccco4)ncnc32)cc1	-3	1.5	13	4	102	-2	13	-16	3	35	5
Cc1ccc(-c2cc(C)nc3ncnn23)cc1	-3	-2.0	x	0	102	2	-12	-12	3	-10	1
Cc1ccc(NC(=O)c2ccccc2[N+](=O)[O-])nc1	-21	0.5	2	-1	106	7	-24	-5	21	24	-8
O=[N+]([O-])c1ccccc1S(=O)(=O)N1CCN(c2ccccn2)CC1	-18	-2.1	4	4	118	8	196	-11	18	x	5
CN(Cc1ccccc1)c1oc(-c2ccco2)nc1C#N	49	1.3	x	1	104	-4	-8	1	-49	6	-3
CC1(C)N(O)CC(c2cccs2)=[N+]1[O-]	-39	-0.7	-1	1	96	-7	-13	1	39	-4	-4
COc1ccc(C(=O)O)cc1NS(=O)(=O)c1cccc2nsnc12	x	0.6	34	-3	105	11	50	1	x	-1	-6
COP(=O)(OC)C(Nc1ccc([N+](=O)[O-])cc1)c1ccccc1 (configuration not stated)	-3	0.6	-1	-5	111	-11	-8	-5	3	-1	-7
Cc1ccc(Cl)c2c(N=Nc3ccccc3)c(O)[nH]c12	-20	-0.1	-2	-15	110	-8	-8	-9	20	35	16
Cc1ccc(NC(=O)CSc2nnc(CNC(=O)C34CC5CC(CC(C5)C3)C4)n2-c2ccc(F)cc2)cc1	23	1.0	4	-3	98	2	-5	4	-23	-2	10
CC(=O)c1cnc2ncnn2c1C	-9	1.1	-4	-14	103	-6	-2	-1	9	3	7
Cc1cc(C(=O)NC2CC(C)(C)Cc3c2cnn3-c2cccc(F)c2)n(C)n1 (configuration not stated)	23	0.5	-1	-4	105	-1	-16	-6	-23	1	-7
Cc1[nH]c2ccccc2c1C1=CC(=O)C=CC1=O	6	9.1	-1	-5	65*	-7	x	-8	-6	-54	14
Cc1ccc(Cn2nc3c(cc2=O)CCc2ccccc2-3)cc1	-12	-1.7	1	-8	106	1	-34	-6	12	-3	25
COc1ccc(/C=C/C(=O)c2cc(F)ccc2OC(=O)c2ccc(OC)c(OC)c2)cc1OC	25	-1.4	2	0	79	-3	-6	-1	-25	12	-2
COc1ccc(NC(=O)N2CCN(c3nc(-c4cccc(OC)c4)cs3)CC2)cc1	71*	1.7	x	-7	97	8	21	-9	-71	-28	-8
CC(NC(=O)Nc1ccc(Cl)cc1)C(c1cccs1)N1CCOCC1 (configuration not stated)	19	0.6	x	-9	98	-3	24	7	-19	-14	-6
O=C(CNC(=O)c1ccccc1)OCc1cc(=O)n2cc(Br)ccc2n1	-14	-1.3	0	-10	88	-1	7	-7	14	0	2

Next section
SMILES	SR-BI HDL uptake	CDK5 inh	NSD2 HMT inh	PKA-R2B activ	Pemphigus Ab inh	PKA-R1A activ	SUMO Mot1 rescue	dFosB act	SR-BI uptake up	MITF TRPM1 HTS	Arr AP2 block
Cn1c(N)c(C(=O)CSc2nnc(-c3ccccc3F)n2C2CC2)c(=O)n(C)c1=O	-19	-0.2	-3	-8	116	1	13	-5	19	-12	-9
COC(=O)c1cccc(NC(=O)CCN2C(=O)C3CC=CCC3C2=O)c1 (configuration not stated)	-21	1.2	2	7	101	1	7	2	21	7	18
Cn1nnnc1Sc1ncnc2scc(Br)c12	-1	-0.1	x	-5	97	-13	342*	1	1	22	-5
COc1cccc(C=NNc2nc3ccccc3s2)c1OC	18	0.0	0	-4	111	-10	x	0	-18	43	-15
C/C=C/Cn1c(SCCCc2ccccc2)nc2c1c(=O)[nH]c(=O)n2C	15	-0.5	x	-6	109	-19	-16	-23	-15	x	22
O=C(CCSc1ccccc1)NCc1cccnc1	-14	-2.8	-1	-4	127	-6	1	1	14	5	39
CCOc1c(Br)cc(/C=C2/SC(=O)N(CC(=O)N3CCCC3)C2=O)cc1OC	60	0.2	x	-6	98	-10	62	-4	-60	x	-15
C#C[C@]1(O)CCC2C3CCC4=CC(=O)CC[C@@H]4C3CC[C@@]21C (some centres not stated)	-1	-1.2	x	1	x	-13	10	5	1	-18	-5
CCN(CC)CCCNC(=O)C1CCN(c2ncnc3c2sc2cccc(F)c23)CC1	-6	0.5	21	-5	104	-6	45	-40	6	-9	1
O=C(COc1ccccc1Br)Nc1ccccc1C(F)(F)F	28	-1.1	-3	-5	92	0	-18	-9	-28	-2	-7
COc1ccccc1N1CCN(C(=O)C(C)N(c2ccc(C)cc2)S(C)(=O)=O)CC1 (configuration not stated)	22	-0.8	1	6	99	3	-6	-5	-22	7	10
COc1ccc(/C=C(/NC(=O)c2ccc([N+](=O)[O-])cc2)C(=O)NCCCN(C)C)cc1	3	0.3	2	-5	97	-1	4	3	-3	-1	4
COc1ccc(CCNC(=O)CSc2nn3c(=O)c(C)nnc3s2)cc1OC	-21	0.1	-2	-9	109	-10	4	-4	21	-1	1
c1cncc(Cc2cc3ccccc3[nH]2)c1	10	0.4	3	-3	89	-3	8	-3	-10	-9	15
Cc1ccc(/C=C(/C#N)c2nc(CCN3C(=O)c4ccccc4C3=O)cs2)cc1	16	0.2	35	2	x	-2	3	-8	-16	x	-5
CC(=O)N1CCCc2cc(S(=O)(=O)NCc3ccc(C)cc3)ccc21	8	-1.1	0	-2	87	1	-11	-10	-8	x	7
COc1ccc(CNc2nc(-c3cccnc3)nn2C(=O)c2ccco2)cc1	-28	0.3	x	1	101	-4	7	-20	28	8	23
CN1C(=O)c2cccc3c(N(C)C)ccc(c23)C1=O	-16	0.1	-11	-11	112	-4	52	-5	16	15	42
O=C(NCc1ccon1)C1CCC(=O)N(CCc2ccc(Cl)cc2)C1 (configuration not stated)	-16	2.1	-2	-11	x	-6	-23	-4	16	-6	18
CC(=O)Nc1ccc(NC(=O)CCCn2cnc3ccccc3c2=O)cc1	-5	-1.1	29	-4	96	1	-13	4	5	-3	-11
COC(=O)c1ccccc1NC(=O)CSc1nnc(C(CO)NC(=O)c2ccccc2)n1C (configuration not stated)	-1	-0.5	x	0	107	-12	7	-9	1	-6	25
NNC(=O)CCCCCCCCCCOCCCCO	-6	1.4	17	-4	x	-2	20	-9	6	2	22
CCCN(CC(=O)Nc1ccc(Cl)cc1Cl)C(=O)CC(NC(C)=O)c1ccccc1 (configuration not stated)	-16	0.2	-3	-9	x	2	7	-13	16	1	5

Exported with two lines to a compound: entries from further up
Every second line gives: SR-BI HDL uptake, CDK5 inh, NSD2 HMT inh, PKA-R2B activ, Pemphigus Ab inh, PKA-R1A activ, SUMO Mot1 rescue, dFosB act, SR-BI uptake up, MITF TRPM1 HTS, Arr AP2 block
- OCC1(CC2CCCCO2)CCN(C/C=C/c2ccccc2)CC1 (configuration not stated)
  -19, 1.6, -2, 15, 111, 11, 21, -2, 19, -8, 10
- O=C(NC1CCN(CC(=O)N(c2ccccc2)c2ccccc2)CC1)c1ccc([N+](=O)[O-])cc1
  19, 1.7, 1, -13, 99, -12, 12, 2, -19, 1, 16
